PvdQ acylase – P. aeruginosa PvdQ acylase inhibitors, primary screen, biochemical, fluorescence, plate reader and imaging, single point; PvdQ acylase [Pseudomonas aeruginosa LESB58]; purified PvdQ acylase; inhibition, % at 10 µM; 340,000 compounds, 0.063% hits; AID 488965, 2010; in the data active means inhibition above about 30%, passing the limit was not always enough; inconclusive means no clear call, values can overlap the other calls;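 further: 0% = vehicle neutral wells and 100% = reference inhibitor wells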
SR-BI DiI-HDL act – activators of SR-BI mediated DiI-HDL uptake, primary screen, ldlA[mSR-BI] CHO cells, DiI fluorescence | 320,000 compounds, 0.096% hits | activation, % at 12.5 µM | 3 h; 100 = double the neutral-control signal;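 active means mean replicate activation of at least 60% and every replicate at or above 60%; inconclusive means mean or all-replicate condition met, but not both; inactive means mean below 60% and not all replicates reaching 60%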;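 further: 0% = median plate neutral-control signal and 100% = twice that signal; values of inactives mirror those of a sister screen read the other way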
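Material: SR-BI-overexpressing, LDLR-lacking CHO cells; schedule: compound exposure 3 h, 37 °C; reagent: DiI-labelled HDL at 10 µg/mL final; technique: bottom-read fluorescence, 550/595 nm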
SR-BI HDL uptake – inhibitors of SR-BI mediated HDL lipid uptake, primary screen, ldlA[mSR-BI] cells, fluorescence, single point | Scavenger receptor class B member 1 (Mus musculus), Q61009 | 320,000 compounds, 0.96% hits | ldlA[mSR-BI] CHO cells, DiI-HDL uptake fluorescence, 3 h | inhibition, % at 12.5 µM;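 active means mean replicate inhibition of at least 70% and a set share of replicates each scoring 70 or more; inconclusive means meets just one of the two criteria; inactive means fails both criteria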;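 further: 0% = median of neutral control wells and 100% = median of positive control wells; values of inactives mirror those of a sister screen read the other way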
Target sequence (Q61009 whole entry, looked up): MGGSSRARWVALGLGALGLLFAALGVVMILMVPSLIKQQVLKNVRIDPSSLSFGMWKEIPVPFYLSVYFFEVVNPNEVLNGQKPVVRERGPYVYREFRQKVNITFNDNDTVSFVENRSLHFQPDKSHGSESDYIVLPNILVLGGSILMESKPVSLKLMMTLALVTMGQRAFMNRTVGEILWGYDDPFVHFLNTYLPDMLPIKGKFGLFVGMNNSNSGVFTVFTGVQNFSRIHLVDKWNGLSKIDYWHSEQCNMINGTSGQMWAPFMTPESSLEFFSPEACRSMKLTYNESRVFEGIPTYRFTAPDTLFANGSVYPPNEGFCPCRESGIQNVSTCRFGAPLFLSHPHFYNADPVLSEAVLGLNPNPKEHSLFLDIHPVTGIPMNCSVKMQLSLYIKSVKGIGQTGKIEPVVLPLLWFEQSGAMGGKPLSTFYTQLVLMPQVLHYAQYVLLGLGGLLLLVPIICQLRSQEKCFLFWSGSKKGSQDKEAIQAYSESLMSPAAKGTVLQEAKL
CAL PDZ FP-1 – untagged CAL PDZ binding inhibitors, primary screen, biochemical, fluorescence polarization, HTS; Golgi-associated PDZ and coiled-coil motif-containing protein (Homo sapiens), Q9HD26; purified CAL PDZ, TMR-peptide fluorescence polarization, 1 h; inhibition, % at 24.9 µM; 300,000 compounds, 0.92% hits; AID 602252, 2012;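 active means mean inhibition of at least 30% with at least half of replicates also reaching 30%; inconclusive means no clear call, values can overlap the other calls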;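 further: 0% = DMSO neutral control and 100% = excess unlabeled competitor peptide PRC23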
dFosB activator – activators of delta FosB homodimer, primary screen, biochemical, fluorescence polarization, TAMRA-CDK5 oligo, single point; activation, % at 25 µM; purified delta FosB; percent of positive-control signal above neutral wells; 340,000 compounds, 0.99% hits; AID 493131, 2011; Protein FosB (Mus musculus), P13346;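 active means mean activation above about 17%, with every replicate also reaching it, limit read from the data, passing the limit was not always enough; inconclusive means only one of the two conditions met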;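 further: fluorescence polarization rise as delta FosB binds a TAMRA Cdk5 AP-1 oligo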
Target sequence (P13346 whole entry, looked up): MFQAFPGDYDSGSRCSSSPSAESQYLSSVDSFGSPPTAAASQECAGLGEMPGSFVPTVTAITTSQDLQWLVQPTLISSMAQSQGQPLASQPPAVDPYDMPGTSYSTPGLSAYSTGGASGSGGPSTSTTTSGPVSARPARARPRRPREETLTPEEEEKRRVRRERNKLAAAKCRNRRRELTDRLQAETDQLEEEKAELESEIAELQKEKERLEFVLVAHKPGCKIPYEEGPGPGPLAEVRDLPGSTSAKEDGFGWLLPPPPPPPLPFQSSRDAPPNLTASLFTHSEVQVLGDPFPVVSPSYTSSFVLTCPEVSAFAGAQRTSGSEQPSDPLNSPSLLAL
MITF act – activators of MITF-driven TRPM1 promoter reporter, primary screen, cell-based, SK-MEL-5, luciferase, single point. SK-MEL-5 TRPM1-promoter luciferase, 24 h; % of positive control, neutral wells = 0. AID 588334, 2011. activation, % at 12.5 µM. 300,000 compounds, 0.75% hits;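 active means mean activation of at least 80% with every replicate also reaching 80%; inconclusive means mean reaches 80% but some replicate falls short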;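 further: 0% = neutral control wells and 100% = parthenolide positive control wells; values of inactives mirror those of a sister screen read the other way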
NSD2 inh – NSD2 histone methyltransferase inhibitors, primary screen, biochemical, AlphaScreen, single concentration, set 2 | NSD2 peptide methylation, 120 min | inhibition, % at 12.5 µM | 310,000 compounds, 0.54% hits | AID 743445, 2014; in the data active means inhibition above about 50%
Rtt109 HAT inh – inhibitors of C. albicans Rtt109/Vps75 HAT, primary screen, biochemical, ThioGlo CoA-SH fluorescence, plate reader; AID 540336, 2011; 330,000 compounds, 0.16% hits; purified Rtt109/Vps75, 4 h; Histone acetyltransferase RTT109 (Candida albicans (strain SC5314 / ATCC MYA-2876)), …; inhibition, % at 34.9 µM;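 active means inhibition of at least 50% in every replicate; inconclusive means best replicate reaches 50% inhibition but some replicates fall short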
PfHsp90 set2 – growth inhibition of PfHsp90-expressing yeast, primary screen, antimalarial PfHsp90 inhibitor project, S. cerevisiae, BacTiter-Glo luminescence, single point, set 2; BacTiter-Glo ATP, 48 h; yeast lacking PDR1 and PDR3 efflux regulators; inhibition, % at 9.4 µM; 310,000 compounds, 0.32% hits; AID 504621, 2011;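 active means every replicate shows inhibition above about 80%, whatever the replicate mean, limit read from the data; inconclusive means mean inhibition reaches the set limit but some replicate falls short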;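 further: 0% = DMSO neutral controls and 100% = 20 µM radicicol positive controls; yeast relying on Plasmodium falciparum Hsp90 in place of its own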
CAL PDZ FP-2 – CAL PDZ peptide-binding inhibitors, primary screen, biochemical, fluorescence polarization, Cer-tagged CAL PDZ, HTS; Golgi-associated PDZ and coiled-coil motif-containing protein (Homo sapiens), Q9HD26; purified CAL PDZ, TMR-peptide fluorescence polarization, 1 h; inhibition, % at 20 µM; 330,000 compounds, 0.02% hits; AID 504414, 2011;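 active means highest replicate inhibition of at least 40%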;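 further: plate controls were DMSO neutral control wells for no effect and unlabeled competitor peptide control wells for full effect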
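Material: tagged CAL PDZ protein CerCALP, purified; buffer or medium: sodium phosphate/NaCl buffer pH 7.4 with TCEP, IgG, Thesit; also added: fluorescent TMR peptide probe; schedule: 1 h incubation at room temperature before polarization reading; technique: fluorescence polarization from S- and P-plane intensities, G-factor corrected; control set: unlabelled peptide and DMSO controls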
Starred values were filed as active, the others as inactive; ? = inconclusive; . = no result given.

Below each compound: SR-BI HDL uptake	CAL PDZ FP-1	PvdQ acylase	MITF act	CAL PDZ FP-2	SR-BI DiI-HDL act	dFosB activator	Rtt109 HAT inh	PfHsp90 set2	NSD2 inh
- CNC(=O)[C@H]1O[C@@H](n2cnc3c(NCc4cccc(I)c4)nc(Cl)nc32)[C@H](O)[C@@H]1O
 : 39	-5	-12	13	-2.2	-39	-10	-3	-30	.
- COc1ccc(OC)c(/C=C2\SC(N3CCCCC3)=NC2=O)c1
 : 30	.	-3	4	-0.2	-30	-3	-3	-7	-5
- COCCn1c(SCC(=O)Nc2cccc(C)n2)nnc1-c1ccco1
 : -4	0	-15	-6	0.0	4	-1	-2	-7	-1
- COc1ccc(-n2c(SCC(=O)Nc3nccs3)nnc2-c2ccoc2C)cc1
 : -23	-4	-10	9	-3.5	23	-6	-2	-8	5
- CC(=O)C1=C(O)C(=O)N(c2ccc(Br)cc2)C1c1ccc(Cl)cc1 (configuration not stated)
 : 4	-4	-16	.	-0.8	-4	-8	9	17	2
- O=C(Nc1ccncc1)C1c2ccccc2Oc2ccccc21
 : -16	-1	-5	.	-3.4	16	0	.	.	0
- CCOC(=O)/C(=N/Nc1ccc(Cl)cc1)S(=O)(=O)c1ccccc1
 : 28	-4	4	12	-1.3	-28	-4	10	18	-2
- CC1CCC(NC(=O)c2cnccn2)CC1 (configuration not stated)
 : -1	-1	-13	23	-0.7	1	4	-6	-17	-2
- O=c1[nH]c(CSc2ncc(-c3ccc(F)cc3)n2Cc2ccco2)nc2ccccc12
 : 0	-4	-18	-12	-0.6	0	-13	30	-5	.
- COc1ccc(-n2nc(C(=O)NCC(=O)N3CC(C)CC(C)C3)c3ccccc3c2=O)cc1 (configuration not stated)
 : .	-1	-3	-7	-2.8	.	-16	-12	16	-2
- COc1ccc(NC(=O)Cc2cccs2)c(OC)c1
 : -20	0	-5	.	-3.0	20	3	.	-31	-3
- O=S(=O)(c1ccc(Br)cc1)N1CCN(c2cc(-c3ccccc3)nc3ncnn23)CC1
 : 0	.	0	6	-0.6	0	?	10	10	-1
- CS(=O)(=O)N(CC(=O)Nc1ccc2c(c1)OCCO2)Cc1ccc(Cl)cc1
 : -12	-10	-4	12	-0.4	12	-4	-5	-20	1
- CCCC(C)c1nc(C(N)=O)c2[nH]c(=O)n(-c3ccc(OC)c(OC)c3)c2n1 (configuration not stated)
 : 6	-4	8	7	-4.0	-6	-14	33	-19	-1
- Cc1ccc(-n2c(N)c(C(=O)NCc3ccco3)sc2=S)cc1
 : .	-5	2	2	-2.2	.	-3	8	-6	15
- COC(=O)c1sc2nc(-c3ccco3)ccc2c1N
 : 40	6	-9	.	-1.2	-40	-9	-1	18	5
- Cc1ccsc1/C=N/n1c(-c2ccncc2)n[nH]c1=S
 : -8	-2	-3	-2	-3.0	8	2	2	12	-1
- COC(=O)c1ccc(C(=O)Nc2ccc3nc(-c4cccnc4)[nH]c3c2)cc1
 : 22	0	-4	-8	-1.9	-22	47*	3	-8	-5
- COc1cccc(OC)c1C(=O)NC(=S)Nc1ccc2c(c1)C(=O)N(C)C2=O
 : 14	-1	-4	9	-1.8	-14	-2	1	11	1
- CCn1nnc(NC(=O)c2ccc(Br)o2)n1
 : -5	-4	-13	9	-0.6	5	-3	2	4	-2
- C=CCn1c(SCC(=O)Nc2cc(OC)c(NC(=O)c3ccco3)cc2OC)nnc1-c1ccncc1
 : 30	-2	-6	-9	-1.3	-30	-6	0	20	-1
- CCN(CC)CCC(c1ccc2c(c1)OCO2)c1c(OC)cc(OC)c2c(-c3ccccc3)cc(=O)oc12 (configuration not stated)
 : -3	1	13	-4	-2.4	3	5	24	-14	.
- c1ccc(Cn2c(CNc3nc4ccccc4n3CCN3CCOCC3)nc3ccccc32)cc1
 : -3	.	-10	-1	-2.3	3	-13	-3	-4	-6
- Cc1cccc(Nc2nc(-c3ccc(O)c(O)c3)cs2)n1
 : 11	-1	-1	.	-0.2	-11	-7	6	20	13
- Cc1ccc(NC(=O)c2ccc3c(c2)C(=O)N(c2cc(C)ccc2C)C3=O)nc1
 : 39	-4	-13	9	-2.6	-39	-4	-1	-18	-1
- CC(OC(=O)Cn1cnc2c1c(=O)n(C)c(=O)n2C)C(=O)NC1CCCCC1C (configuration not stated)
 : -26	3	-1	18	-1.2	26	-5	-2	.	-2
- Clc1ccccc1CSc1ncccn1
 : -9	-4	6	19	-0.6	9	1	29	-17	-3
- CC(C)n1cc(/C=N/Nc2ccc(Cl)c(C(=O)O)c2)c2ccccc21
 : 8	-1	-3	.	-0.3	-8	-6	6	-6	.
- Cc1sc(NC(=O)c2cccnc2)nc1-c1ccccc1
 : 65	.	-10	12	-1.0	-65	-4	-13	9	2
- CCN(CC)C(CNC(=O)c1cc(=O)[nH]c2ccccc12)c1ccccc1Cl (configuration not stated)
 : .	-8	-13	-6	-1.5	.	-9	1	-23	3
- CC(=O)c1ccc(NC(=O)CN2C(=O)NC3(CCCc4ccccc43)C2=O)cc1 (configuration not stated)
 : 10	.	-1	15	-1.6	-10	-9	8	-38	-2
- N#Cc1cc(C(=O)Cc2ccccc2)c[nH]1
 : -13	-4	11	7	0.4	13	2	21	6	-3
- CC(=O)Nc1nonc1-c1nc2ccccc2n1CCC(C)C
 : 36	-2	-7	8	-1.7	-36	-19	-5	-29	0
- COc1cc(/C=C(\C#N)C(=O)N2CCc3ccccc32)ccc1O
 : -6	0	-2	-9	-1.7	17	-16	8	3	7
- c1ccc(-c2cnc(-c3ccccc3)nc2)cc1
 : -38	-4	-12	17	-1.1	38	5	-9	-8	-1
- CC(=O)Oc1ccc2nc(/C=C/c3ccccc3)oc(=O)c2c1
 : -16	5	-3	.	-1.5	16	1	1	15	-3
- CC1CCN(C(c2ccc(N(C)C)cc2)c2nnnn2Cc2ccccc2)CC1 (configuration not stated)
 : 35	-1	-1	7	-0.3	-35	-6	-19	-3	.
- O=C(Nc1scc(-c2cccs2)c1C(=O)O)c1cccs1
 : -11	-3	3	23	-0.2	11	1	38	2	-3
- CC(C)C(NS(=O)(=O)c1cccc2nsnc12)C(=O)NCc1ccc2c(c1)OCO2 (configuration not stated)
 : -12	.	-3	-3	-0.3	12	2	-10	27	.
- CCOc1ccccc1NC(=O)N1CCC(NC(=O)c2cccc(C)c2)CC1
 : 46	-1	-10	2	-0.1	-46	-5	-3	-10	-2

Profiles, looked up by structure.
CC(=O)c1ccc(NC(=O)CN2C(=O)NC3(CCCc4ccccc43)C2=O)cc1 (configuration not stated) reads SR-BI HDL uptake = 10; CAL PDZ FP-1 = .; PvdQ acylase = -1; MITF act = 15; CAL PDZ FP-2 = -1.6; SR-BI DiI-HDL act = -10; dFosB activator = -9; Rtt109 HAT inh = 8; PfHsp90 set2 = -38; NSD2 inh = -2
CC1CCN(C(c2ccc(N(C)C)cc2)c2nnnn2Cc2ccccc2)CC1 (configuration not stated) reads SR-BI HDL uptake = 35; CAL PDZ FP-1 = -1; PvdQ acylase = -1; MITF act = 7; CAL PDZ FP-2 = -0.3; SR-BI DiI-HDL act = -35; dFosB activator = -6; Rtt109 HAT inh = -19; PfHsp90 set2 = -3; NSD2 inh = .

Next part.
Below each compound: SR-BI HDL uptake	CAL PDZ FP-1	PvdQ acylase	MITF act	CAL PDZ FP-2	SR-BI DiI-HDL act	dFosB activator	Rtt109 HAT inh	PfHsp90 set2	NSD2 inh
- Cc1nc2cnccc2n1C
 : -4	0	-2	-13	-0.2	4	-2	-8	-40	-3
- Cc1nc2c(-c3ccc(Cl)cc3)cnn2c(N)c1-c1ccc(F)cc1
 : 65	-3	-16	.	-1.1	-65	-3	5	-4	-1
- O=C1CC(c2ccc(O)cc2)Oc2cc(O)ccc21 (configuration not stated)
 : 11	-2	4	28	-2.4	-11	2	7	.	.
- COc1ccccc1C(=O)Nc1cccc(NC(=O)c2ccccc2OC)n1
 : 32	-1	-12	.	-1.0	-32	-1	2	-1	0
- COCCSc1ccccc1C(=O)Nc1ccc(Cl)cn1
 : -8	-2	-6	-3	-0.1	8	0	2	36	-2
- Cc1cccc(-c2cc(C(=O)NCc3ccccn3)c3ccccc3n2)c1
 : 53	-4	4	3	-0.6	-53	3	5	5	1
- C=CCn1c(SCN2C(=O)c3ccccc3C2=O)nc2ccc(Cl)cc2c1=O
 : 12	.	12	-3	-1.4	-12	-2	-4	-10	-1
- COCCNC(=O)C(=O)N/N=C/c1cccs1
 : 3	-2	-4	23	-3.2	-3	-6	2	-18	1
- CN(C)S(=O)(=O)c1ccc(/C(O)=C2/C(=O)C(=O)N(CCCN3CCOCC3)C2c2ccncc2)cc1 (configuration not stated)
 : .	-1	4	-4	-4.2	.	-2	.	6	-20
- O=[N+]([O-])c1ccc(S(=O)(=O)N/N=C/c2ccc3c(c2)OCO3)cc1
 : -1	0	9	-3	-1.2	1	-2	9	1	-1
- Cc1cc(C)c(NC(=O)COC(=O)Cc2cccs2)c(C)c1
 : -2	1	4	4	-2.8	2	-4	3	6	-9

Of the compounds above, these contain a cyano group.
Below each compound: SR-BI HDL uptake	CAL PDZ FP-1	PvdQ acylase	MITF act	CAL PDZ FP-2	SR-BI DiI-HDL act	dFosB activator	Rtt109 HAT inh	PfHsp90 set2	NSD2 inh
- N#Cc1cc(C(=O)Cc2ccccc2)c[nH]1
 : -13	-4	11	7	0.4	13	2	21	6	-3
- COc1cc(/C=C(\C#N)C(=O)N2CCc3ccccc32)ccc1O
 : -6	0	-2	-9	-1.7	17	-16	8	3	7

Screening results (PubChem)
